# TRPC4 inh: inhibitors of mouse TRPC4 channel, primary screen, Fluo4 calcium, HEK293 TRPC4beta/mu-opioid cells | actives 0.39% (n = 300,000) | Short transient receptor potential channel 4 (Mus musculus), Q9QUQ5 | AID 2247, 2010 | B-score at 10 µM | DAMGO-evoked Fluo4 calcium flux; stronger effect = lower value;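 active = B-score over 3 SD under the library average, no early fluorescence shift, positive overall ratio signal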
#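 Material: HEK293 cells with stable TRPC4beta plus mu-opioid receptor expression; probe or stimulus: DAMGO in two steps, submaximal then maximal; technique: Fluo4 calcium fluorescence by kinetic imaging, 5 s 1 Hz baseline; measure: integrated fluorescence ratio relative to baseline, converted to per-well B score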
# TRPC6 activator: mouse TRPC6 channel activators, primary screen, cell-based, HEK293, membrane potential dye | Short transient receptor potential channel 6 (Mus musculus), Q61143 | HEK293-TRPC6 membrane potential dye fluorescence; stronger effect = higher value | B-score at 10 µM | actives 0.13% (n = 310,000) | AID 2550, 2010;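 active = B-score of the integrated fluorescence ratio above library mean plus 3 SD, and starting fluorescence ratio within library mean plus 5 SD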;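 note: higher score means more depolarization so channel activation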
# MrgX1 PAM: positive allosteric modulators of MrgX1, primary screen, HEK293 cells, Fluo-4 calcium flux | B-score at 10 µM | actives 0.63% (n = 310,000) | FDSS; stronger effect = higher value;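 active = plate-corrected calcium response at least 3 library SD above typical, normal starting fluorescence, not activating the receptor alone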;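 note: compound read alongside a low EC10 to EC30 dose of BAM8-22 agonist; peak minus trough fluorescence over baseline measured at the second addition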
# Target sequence (Q96LB2 whole entry, looked up): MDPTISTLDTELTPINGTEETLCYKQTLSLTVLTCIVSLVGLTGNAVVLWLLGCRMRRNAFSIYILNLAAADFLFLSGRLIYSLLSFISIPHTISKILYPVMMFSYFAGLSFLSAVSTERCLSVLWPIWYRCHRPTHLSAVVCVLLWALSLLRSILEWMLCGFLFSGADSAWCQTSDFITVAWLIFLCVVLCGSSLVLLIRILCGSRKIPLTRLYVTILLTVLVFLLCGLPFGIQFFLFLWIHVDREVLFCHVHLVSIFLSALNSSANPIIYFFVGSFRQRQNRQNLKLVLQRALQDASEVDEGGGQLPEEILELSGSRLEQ
# TRPC4 PAM: positive allosteric modulators of TRPC4, primary screen, cell-based, mouse TRPC4beta, HEK293 mu-opioid, Fluo-4 calcium; DAMGO EC20, Fluo-4 Ca2+ flux; stronger effect = higher value; B-score at 10 µM; actives 0.42% (n = 310,000); AID 2227, 2009;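 active = B-score of calcium response area above 5 SD of library B-scores, with initial fluorescence ratio within 5 SD of library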;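 note: B-score of integrated fluorescence ratio over time as area under calcium response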
# TRPC6 inhibitor: mouse TRPC6 channel inhibitors, primary screen, cell-based, HEK293, membrane potential dye | B-score at 10 µM | actives 1.1% (n = 310,000) | ACh-evoked depolarization; stronger effect = lower value | Short transient receptor potential channel 6 (Mus musculus), Q61143;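 active = B-score under library mean minus 3 SD, initial fluorescence not abnormally high, positive integrated signal ratio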;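 note: B-score derived from integrated fluorescence ratio over the kinetic read; more negative B-score means stronger inhibition of depolarization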
# MrgX1 antagonist: antagonists of human MrgX1 receptor, primary screen, HEK293 cells, Fluo-4 calcium flux; B-score at 10 µM; BAM8-22 antagonism; stronger effect = lower value; Mas-related G-protein coupled receptor member X1 (Homo sapiens), Q96LB2; AID 588676, 2011; actives 1.3% (n = 310,000);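 active = calcium-response B-score plate-corrected more than 3 library SD below zero, starting fluorescence within 5 deviations, no agonist response on first addition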;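 note: peak minus trough fluorescence over baseline after final BAM8-22 challenge near maximal dose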
# MrgX1 agonist: agonists of human MrgX1 receptor, primary screen, HEK293 cells, Fluo-4 calcium flux; Mas-related G-protein coupled receptor member X1 (Homo sapiens), Q96LB2; Fluo-4 calcium fluorescence, agonist mode; stronger effect = higher value; B-score at 10 µM; actives 0.44% (n = 310,000);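 active = calcium response B-score plate-corrected fluorescence ratio at least 3 library SD, with starting fluorescence B-score inside 5 SD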
#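 Material: MrgX1-expressing HEK293 cells; input: 15,000 cells per well; doses: test compound given as first of three sequential additions; schedule: overnight plating before 1 h dye loading; technique: Fluo-4 NW calcium-flux fluorescence, kinetic read; evaluation: baseline-normalised fluorescence change ratio, B-scored; control set: plate-wise positive and negative controls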
# TMEM16A inh: TMEM16A chloride channel inhibitors, primary screen, cell-based, HTS. actives 1.2% (n = 310,000). Anoctamin-1 (Mus musculus), Q8BHY3. AID 588511, 2011. normalized B-score (activity score, 25-100; higher = stronger inhibition) at 10 µM. HEK293 TMEM16A/YFP iodide influx fluorescence, ionomycin;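 active = ratio plate-corrected score three or more library SD toward inhibition, starting fluorescence score within five deviations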;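 note: score derived from kinetic fluorescence span divided by baseline fluorescence per well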
# ANO1 activ: TMEM16A chloride channel activators or potentiators, primary screen, cell-based, HTS; actives 0.3% (n = 340,000); B-score at 10 µM; HEK293 TMEM16A/YFP-H148Q/I152L, iodide quench fluorescence; stronger effect = lower value; Anoctamin-1 (Mus musculus), Q8BHY3;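 active = fluorescence-ratio B-score plate-corrected deviation score at least 3 library SD below zero, with starting fluorescence score within 5 deviations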;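 note: channel opened by trigger with iodide after compound preincubation; score built on the fluorescence ratio of max minus min over baseline; more negative score means more quench and so TMEM16A activation or potentiation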
# TRPC4 act: activators of mouse TRPC4 channel, primary screen, Fluo4 calcium, HEK293 TRPC4beta/mu-opioid cells; Fluo4 calcium fluorescence; stronger effect = higher value; Short transient receptor potential channel 4 (Mus musculus), Q9QUQ5; B-score at 10 µM; actives 0.49% (n = 310,000);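 active = B-score above 5 SD of library B-scores, and initial fluorescence ratio not above library mean plus 5 SD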;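 note: positive B-score marks a calcium rise read as TRPC4 activation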
#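 system = HEK293 cells stably co-expressing mouse TRPC4beta and mu-opioid receptor | schedule = Fluo4 dye loading 45 min at room temperature, 110 s recording | measure = B-scored integrated calcium fluorescence ratio | signal = Fluo4 calcium-sensitive dye fluorescence, kinetic, 1 Hz baseline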
# RGS4 inh: RGS4 inhibitors, primary screen, cell-based, HEK293 M3R inducible RGS4, calcium flux; Fluo-4 calcium flux; stronger effect = higher value; triggered by carbachol at its EC20; B-score at 10 µM; actives 0.45% (n = 310,000); AID 463165, 2010;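 active = B-score, a plate-corrected calcium signal, over three deviations above library mean, with baseline fluorescence within five deviations of library mean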;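 note: RGS4 expression induced by doxycycline in cells with stable M3 receptor; B-score is computed from the integrated fluorescence ratio over baseline after carbachol; higher B-score means a larger calcium signal and so more RGS4 inhibition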
# Target sequence (P49798 whole entry, looked up): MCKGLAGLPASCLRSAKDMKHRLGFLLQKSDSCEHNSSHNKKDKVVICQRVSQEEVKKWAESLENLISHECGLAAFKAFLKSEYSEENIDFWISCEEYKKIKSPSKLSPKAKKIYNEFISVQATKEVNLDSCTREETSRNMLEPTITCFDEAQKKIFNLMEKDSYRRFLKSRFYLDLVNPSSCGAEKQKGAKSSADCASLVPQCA
# An asterisk follows results filed as active; i = inactive; x = not tested or not shown.
# Below each compound: TRPC4 inh | TRPC6 activator | MrgX1 PAM | TRPC4 PAM | TRPC6 inhibitor | MrgX1 antagonist | MrgX1 agonist | TMEM16A inh | ANO1 activ | TRPC4 act | RGS4 inh
COc1ccccc1-n1cnnc1SCC(=O)NCc1cccs1
 : i | i | i | i | i | i | i | i | i | i | i
Cc1cc(C)c(NC(=O)CSc2nccn2C)c(C)c1
 : i | i | i | i | i | i | i | i | i | i | i
CS(=O)(=O)c1ccccc1C(=O)Nc1cc(Cl)ccc1-n1cncn1
 : i | i | i | i | i | i | i | i | i | i | i
COC(=O)c1cccc(N(CC(=O)NC2CCCC2)C(=O)CCC(=O)Nc2cc(C)on2)c1
 : i | i | i | i | i | i | i | i | i | i | i
COc1cc2[nH]c(=O)n(CCCC(=O)N3CC=C(c4ccccc4)CC3)c(=O)c2cc1OC
 : i | i | i | i | i | i | i | i | i | i | i
C/C(=N\OCC(=O)N/N=C/c1ccccc1O)c1cccs1
 : i | i | i | i | i | i | i | i | i | i | i
COc1ccc(/C=N/NC(=O)c2[nH]c3ccc(Br)cc3c2-c2ccccc2)cc1
 : i | i | i | i | i | i | i | i | i | i | i
Nc1c(C(=O)NC2CCCC2)c2nc3ccccc3nc2n1/N=C/c1cccnc1
 : i | i | i | i | i | i | i | i | i | i | i
COc1cccc(NC(=O)COC(=O)C2CCN(S(=O)(=O)c3cccs3)CC2)c1
 : i | i | i | i | i | i | i | i | i | i | i
O=C(CCn1c(=O)[nH]c2ccsc2c1=O)N1CCN(Cc2ccc3c(c2)OCO3)CC1
 : i | i | i | i | i | i | i | i | i | i | i
CCc1noc(C)c1C(=O)OCC(=O)N(CCOC)c1c(N)n(Cc2ccccc2)c(=O)[nH]c1=O
 : i | i | i | i | i | i | i | i | i | i | i
COc1ccc(-n2c(-c3ccc(Br)cc3)c[n+]3c2CCCCC3)cc1
 : -6* | i | i | i | i | i | i | i | i | i | i
c1ccc(-c2csc(NC3CCCCC3)n2)cc1
 : i | i | i | i | i | i | i | i | i | i | i
Cc1ccccc1-n1nc(-c2ccc(N)cc2)cc1N
 : i | i | i | i | i | i | i | i | i | i | i
O=S(=O)(c1cccs1)N1CCN(c2ncccn2)CC1
 : i | i | i | i | i | i | i | i | i | i | i
CC(C)[C@H](N)c1nnc(SCc2ccc(Cl)cc2)o1
 : i | i | i | i | i | i | i | i | i | i | i
COc1ccccc1NS(=O)(=O)c1ccc(NC(=O)c2ccncc2)cc1
 : i | i | i | i | i | i | i | i | i | i | i
Fc1ccc(-c2cc3nc(-c4ccccc4)cc(N4CCOCC4)n3n2)cc1
 : i | i | i | i | i | i | i | i | i | i | i
CC1CCN(C(=O)CC#N)CC1
 : i | i | i | i | i | i | i | i | i | i | i
CCc1ccc(NC(=O)NNC(=O)c2ccc3ccccc3c2O)cc1
 : i | i | i | i | i | i | i | i | i | i | i
O=C(c1ccco1)N1CCN(C2CC(=O)N(c3ccc(C(F)(F)F)cc3)C2=O)CC1 (configuration not stated)
 : i | i | i | i | i | i | i | i | i | i | i
Cc1cccc(/C=N/n2c(-c3ccccn3)n[nH]c2=S)c1
 : i | i | i | i | i | i | i | i | x | i | i
O=C(Nc1cc(=O)[nH]c2ncnn12)c1ccccc1
 : i | i | i | i | i | i | i | i | i | i | i
Clc1ccc(OCCCCN2CCCCC2)cc1
 : i | i | i | i | i | i | i | i | i | i | i
Fc1ccc(-n2[nH]nnc2=S)cc1N1CCCC1
 : i | i | i | i | i | i | i | i | i | i | i
CN(CC(=O)O)c1ccc(S(=O)(=O)N2CCOCC2)cc1[N+](=O)[O-]
 : i | i | i | i | i | i | i | i | i | i | i
CC1=CCC(C(=O)N/N=C/c2cccs2)C(c2ccc(F)cc2)C1 (configuration not stated)
 : i | i | i | i | i | i | i | i | i | i | i
CSc1ccccc1OCc1cc(C(=O)N(Cc2nccn2C)C(C)C)no1
 : i | i | i | i | i | i | i | i | i | i | i
Cc1ccc(NC(=O)CN2CCCC2)cc1Br
 : i | i | i | i | i | i | i | i | i | i | i
CCn1c(SCc2ccc(C(=O)Nc3cc(C)cc(C)c3)cc2)nnc1-c1ccncc1
 : i | i | i | i | i | i | i | i | i | i | i
OCC[C@@H]1C[C@H](O)[C@@H](O)[C@]2(Cc3ccccc3O2)O1
 : i | i | i | i | i | i | i | i | i | i | i
COc1ccc(-c2nnc(SCc3cc(C)ccc3C)n2N)cc1
 : i | i | i | i | i | i | i | i | i | i | i
O=C(CSc1nnc(NC(=O)c2c(F)cccc2F)s1)NCc1ccc(F)cc1
 : i | i | i | i | i | i | i | i | i | i | i
O=C(CCN1CCCC1)Nc1cccc(Br)c1
 : i | i | i | i | i | i | i | i | i | i | i
Cc1ccc(O)c(NC(=S)NC(=O)c2ccc(-c3ccc(Cl)cc3)o2)c1
 : i | i | i | i | i | i | i | i | i | i | i
Cc1ccc(/C=C/C(=O)O)cc1S(=O)(=O)N1CCc2ccccc2C1
 : i | i | i | i | i | i | i | i | i | i | i
CCOc1cc(/C=N/NC(=O)Nc2ccccc2)ccc1O
 : i | i | i | i | i | i | i | i | i | i | i
CCO[C@H]1OC(C(=O)N2CCN(Cc3ccc4c(c3)OCO4)CC2)=C[C@@H](c2ccc(C(F)(F)F)cc2)[C@@H]1CCCO
 : i | i | i | i | i | i | i | i | i | i | i
Cn1c(SCC(=O)NCCc2ccccc2)nnc1-c1ccncc1
 : i | i | i | i | i | i | i | i | i | i | i
O=C(CSc1nnc(-c2ccco2)n1-c1ccccc1)NCc1ccc2c(c1)OCO2
 : i | i | i | i | i | i | i | i | i | i | i
Cc1ccc(NC(=S)Nc2ccc(Cl)c(Cl)c2)c(OC(F)F)c1
 : i | i | i | i | i | i | i | 100* | i | i | i
CC(C)(C)n1ncc2c(=O)n(CC(=O)N3CCCCCC3)cnc21
 : i | i | i | i | i | i | i | i | i | i | i
C=CCn1c(-c2cccn(Cc3cccc(Cl)c3)c2=O)n[nH]c1=S
 : i | i | i | i | i | i | i | i | i | i | i
COc1ccc(-c2cn3cccnc3n2)cc1
 : i | i | i | i | i | i | i | i | i | i | i
O=C(COC(=O)Cc1c(Cl)cccc1Cl)NCC1CCCO1 (configuration not stated)
 : i | i | i | i | i | i | i | i | i | i | i
O=C(CSC1=Nc2ccccc2C2=NC(CC(=O)NCc3ccco3)C(=O)N12)NCc1ccco1 (configuration not stated)
 : i | i | i | i | i | i | i | i | i | i | i
Clc1ccc2c(c1)c1cc(Cl)ccc1n2CN1CCOCC1
 : i | i | i | i | i | i | i | i | i | i | i
O=C(COc1ccccc1)Nc1ccc(S(=O)(=O)N2CCCCCC2)cc1
 : i | i | i | i | i | i | i | i | i | i | i
O=C(COC(=O)CC1CCCC1)Nc1ccc(OC(F)F)cc1
 : i | i | i | i | i | i | i | i | i | i | i
C=CCNC(=O)c1ccccc1NC(=O)c1ccccc1
 : i | i | i | i | i | i | i | i | i | i | i

# Additional entries:
# Below each compound: TRPC4 inh | TRPC6 activator | MrgX1 PAM | TRPC4 PAM | TRPC6 inhibitor | MrgX1 antagonist | MrgX1 agonist | TMEM16A inh | ANO1 activ | TRPC4 act | RGS4 inh
C/C(=N\NC(=O)C(c1ccccc1)c1ccccc1)c1ccccn1
 : i | i | i | i | i | i | i | i | i | i | i
CCc1sc2nc(SCC(=O)Nc3cc(C)on3)n(-c3cccc(OC)c3)c(=O)c2c1C
 : i | i | i | i | i | i | i | i | i | i | i
COc1ccc(N/N=C(/N=Nc2nc(C)cc(=O)[nH]2)c2ccccc2)cc1
 : i | i | i | i | i | i | i | i | i | i | i
CC(C)(C)NC(=O)COC(=O)c1cc(Br)ccc1Cl
 : i | i | i | i | i | i | i | i | i | i | i
COCCn1nnnc1C(c1ccccc1OC)N1CCN(c2ccccc2)CC1 (configuration not stated)
 : i | i | i | i | i | i | i | i | i | i | i
COc1ccc(OCC(=O)OCC(=O)NCc2ccc(F)cc2)cc1
 : i | i | i | i | i | i | i | i | i | i | i
Cc1ccc(-c2csc(NC(=O)c3cccc([N+](=O)[O-])c3C(=O)O)n2)cc1
 : i | i | i | i | i | i | i | i | i | i | i
COc1ccc(CNC(=O)c2ccc(CS(=O)(=O)c3ccccc3C)o2)cc1
 : i | i | i | i | i | i | i | i | i | i | i
COc1ccc(C2C(C#N)=C(N)N(c3sc4c(c3C#N)CCCC4)C3=C2C(=O)CC(C)(C)C3)cc1 (configuration not stated)
 : -5* | i | i | i | i | i | i | i | i | i | i
COc1cnc(SC)nc1Nc1ccc(C#N)cc1
 : i | i | i | i | i | i | i | i | i | i | i
CCOc1ccc(C(CC(=O)O)NC(=O)c2cccs2)cc1OC (configuration not stated)
 : i | i | i | i | i | i | i | i | i | i | i
CCCc1nc2oc3c(NCCCN(C)C)ncnc3c2c2c1CCCC2
 : i | i | i | i | i | i | i | i | i | i | i
CCN(CC)S(=O)(=O)c1cccc(NC(=S)NC(=O)/C=C/c2ccc(S(=O)(=O)N3CCOCC3)cc2)c1
 : i | i | i | i | i | i | i | i | i | i | i
COc1cc([N+](=O)[O-])ccc1NC(=O)COC(=O)c1n[nH]c2ccccc12
 : i | i | i | i | i | i | i | i | i | i | i
O=c1[nH]cnc2cc(-c3ccccc3)sc12
 : i | i | i | i | i | i | i | i | i | i | i
CCOC(=O)c1c(NC(=O)Cn2nc(C(=O)O)c3ccccc3c2=O)sc(C)c1C
 : i | i | i | i | i | i | i | i | i | i | i

# From PubChem
